T cell modulator = T cell immune modulators affecting CD8 T cell-vesicle binding. 2C CD8+ T cell-vesicle binding, flow cytometry; stronger effect = lower value. calls only at 7 µM. 330,000 tested, 0.068% active. AID 2052;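 active = response, share of CD8 T cells binding vesicles, and their 90th percentile fluorescence all below set limits, cut at about 80% in these data, passing the limit was not always enough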
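Assay system: 2C TCR transgenic mouse naive CD8+ T cells, MACS-purified | Read-out: CD8+ gate FL2 mean fluorescence as % of same-row positive control | Signal: High-throughput flow cytometry with anti-B7-1 and anti-CD8 staining | Timing: Binding step 1.5 h, 37 °C, antibody labelling 20 min, ice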
T cell modulator vesicle-bound % = also measured in T cell modulator; calls as there; double positive events, %; measured here: CD8+ vesicle-bound cell fraction;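 binding gate set so that unloaded-vesicle control wells show 10% double positive cells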
The depositor's hits bear a star; i = inactive. These rows are one share of the data; count on the stated rates, not on these rows.

The line under a structure holds: T cell modulator, T cell modulator vesicle-bound %
CCN1CCN(C(=O)c2ccc3c(c2)N(Cc2ccccc2F)C(=O)c2ccccc2S3(=O)=O)CC1
  i, 9
CCOc1ccc(/C=N/Nc2ccccc2)cc1
  i, 40
COC(=O)c1ccc(CNC(=O)c2ccc3c(c2)OCCO3)cc1
  i, 35
CN(Cc1ccccc1)C(=O)c1ccc(NC(=O)Cc2cccc(NC(=O)C3CCN(C(=O)C4CC4)CC3)c2)cc1
  i, 19
CCCOc1cccc(C2C(C(=O)c3ccc(C)o3)=C(O)C(=O)N2c2nc(C)c(C(C)=O)s2)c1 (stereo unspecified)
  i, 31
CC1CCCC(C)N1C(=O)Cn1nnc(-c2ccc([N+](=O)[O-])cc2)n1 (stereo unspecified)
  i, 35
Cc1cc(C)cc(NC(=O)CSc2nnnn2-c2cccnc2)c1
  i, 46
C=CCc1ccccc1OCC(=O)NNC(=S)NCc1ccccc1
  i, 61
CCN(Cc1ccccc1)C(=O)c1cc2c(OC)c(OC)c(OC)cc2[nH]1
  i, 32
CCc1ccc([C@@H]2CC=C(C(=O)O)[C@H](c3ccc(F)cc3)N2S(=O)(=O)c2ccc(C)cc2)cc1
  i, 26

Some of the entries so far, as labelled records.
> CN(Cc1ccccc1)C(=O)c1ccc(NC(=O)Cc2cccc(NC(=O)C3CCN(C(=O)C4CC4)CC3)c2)cc1
  T cell modulator = i; T cell modulator vesicle-bound % = 19

> C=CCc1ccccc1OCC(=O)NNC(=S)NCc1ccccc1
  T cell modulator = i; T cell modulator vesicle-bound % = 61

(more compounds)
The line under a structure holds: T cell modulator, T cell modulator vesicle-bound %
Cc1ccccc1C1c2[nH]c3ccccc3c2C[C@H]2C(=O)N(C3CCN(Cc4ccccc4)CC3)CC(=O)N12 (stereo partly specified)
  i, 43
O=C(NCc1ccc(F)cc1)c1cccc2c1C(=O)c1ccc(Cl)cc1S2(=O)=O
  i, 43
O=C(Nc1ccc(C(=O)N2CCCc3ccccc32)cc1)c1cccs1
  i, 64
CC(=O)c1ccc(OC(C)C(=O)OCC(=O)NCCc2ccccc2)cc1 (stereo unspecified)
  i, 45
C=CC[C@@H](Cc1ccc(F)cc1)C(=O)OC[C@H]1CCCN1C(=O)[C@@H](CC=C)CC(=O)N[C@@H](CO)Cc1ccccc1
  i, 20
Cc1ccc(OCc2cc(C(=O)NCC3COCCO3)no2)cc1C (stereo unspecified)
  i, 67
O=C(COc1ccccc1)NCC(=O)Nc1ccncc1
  i, 16
COc1ccc([C@@H]2CC=C(C(=O)O)[C@H](c3cccc(Cl)c3)N2S(=O)(=O)c2ccc(C)cc2)cc1OC
  i, 38
CC(C)(C)CC(=O)Nc1nnc(CCc2ccccc2)s1
  i, 55
COc1ccccc1NC(=O)COc1ccc(/C=N/NC(=O)c2cccnc2)cc1
  i, 9
Cc1ccc(C)c(OC(C)C(=O)Nc2nccs2)c1 (stereo unspecified)
  i, 13
O=C1CC(NS(=O)(=O)c2ccc([N+](=O)[O-])cc2)CN1c1ccc2c(c1)OCCO2 (stereo unspecified)
  i, 48
CNC[C@H](NC[C@@H](NCCCc1ccccc1)c1ccccc1)[C@H](C)O
  i, 20
CN(Cc1ccccc1)C(=O)C1CCN(S(=O)(=O)c2cccc3nonc23)CC1
  i, 25
COc1ccccc1N1CCN(C(=O)CCc2nnc3ccc(N4CCOCC4)nn23)CC1
  i, 40
COCCN(C(=O)c1cccc(N2C(=O)CCC2=O)c1)c1nc(-c2ccc([N+](=O)[O-])cc2)cs1
  i, 16
OCCN1CCN(C2CCC(c3ccc(F)cc3)c3ccc(F)cc32)CC1 (stereo unspecified)
  i, 29
CN(CC(=O)Nc1ccccc1Cl)C(=O)COC(=O)c1ccc(C(F)(F)F)cc1
  i, 40
COc1ccc(NC(=O)COC(=O)C2CC(=O)N(c3ccc(C)cc3)C2)cc1 (stereo unspecified)
  i, 20
COc1ccc(C(=O)NCC2(c3ccc(OC)c(OC)c3)CCCC2)c(OC)c1
  i, 16
COc1cccc(C(=O)N/N=C(\C)c2cccc(NC(=O)c3ccc(F)cc3)c2)c1OC
  i, 56
COc1cc(C)c(Cl)cc1S(=O)(=O)NCc1ccccn1
  i, 30
O=C(COC(=O)c1ccccc1O)Nc1cccc(S(=O)(=O)N2CCCC2)c1
  i, 17
COc1ccc(-c2nc(CS(=O)CC(=O)NC3CCCCCC3)c(C)o2)cc1 (stereo unspecified)
  i, 10
O=C1c2ccccc2C(=O)N1COc1ccc(S(=O)(=O)N2CCOCC2)cc1[N+](=O)[O-]
  i, 30
O=C(c1cccnc1)N1CCN(S(=O)(=O)c2cccc(Cl)c2)CC1
  i, 14
CCOC(=O)C1CCN(S(=O)(=O)c2c(C)[nH]c(C)c2C(=O)N2CCCCC2)CC1
  i, 6
O=C(Nc1ccc(OCc2ccccc2Cl)cc1)c1cccnc1
  i, 26
O=C(C1=C(O)C(=O)N(CCN2CCOCC2)C1c1cccc(F)c1)c1cc2ccccc2o1 (stereo unspecified)
  i, 11
Cc1cccc(NS(=O)(=O)c2nnc(NC(=O)c3ccccc3F)s2)c1
  i, 51
O=C(CCS(=O)(=O)c1ccc(Br)cc1)N1CCN(c2ccc(F)cc2)CC1
  i, 29
Cc1ccc2[nH]c(CNC(=O)c3ccc(F)cc3)cc2c1
  i, 56
CCOc1ccccc1-c1nc(CN2CCC(C(=O)N3CCOCC3)CC2)c(C)o1
  i, 37
COc1cccc2cc(-c3cc(=O)oc4cc(C)c(OCC(C)=O)cc34)oc12
  i, 26
COc1ccc(-c2oc(=O)c3cc(OC)c(OC)cc3c2/C=C/c2ccc([N+](=O)[O-])cc2)cc1
  i, 36
CC1CC(=O)N(CC(=O)Nc2ccccc2F)c2ccccc2S1(=O)=O (stereo unspecified)
  i, 60
O=C(c1cc(-c2ccco2)nc2ccccc12)N1CCCC(C(F)(F)F)C1 (stereo unspecified)
  i, 42
COc1ccccc1C(=O)Nc1ccc(S(=O)(=O)N(C)c2ccccc2)cc1
  i, 27
COc1ccc(N2CC(C(=O)NCCC3=CCCCC3)CC2=O)c(OC)c1 (stereo unspecified)
  i, 55
O=Cc1cn(-c2ccccc2)nc1-c1ccc(F)cc1
  i, 38
Cc1ccc(-c2n[nH]c(=S)n2/N=C/c2ccc(C(=O)O)cc2)cc1
  i, 26
O=C(NCCCCc1ccccc1)Nc1ccc(F)cc1
  i, 14
Cc1cccc(OCCC(=O)OCc2csc(CC(=O)Nc3ccccc3C)n2)c1
  i, 38
Cc1cccc(C)c1NC(=O)COC(=O)CN1C(=O)C2CCCCC2C1=O (stereo unspecified)
  i, 16
O=C(c1ccccc1)N1CCN(C(=O)c2nn3c(C(F)(F)F)cc(-c4ccco4)nc3c2Br)CC1
  i, 25
O=C(Nc1nnc(C2=COCCO2)o1)c1cccc(F)c1
  i, 8
CCn1c(=S)[nH]c2sc3c(c2c1=O)CCCC3
  i, 39
Cc1ccc(OCC(=O)N2CCC(C)CC2)c([N+](=O)[O-])n1
  i, 17
O=C(COC(=O)CCCOc1ccccc1)NNC(=O)c1ccc([N+](=O)[O-])cc1
  i, 7
Cc1nnc(SCC(=O)Nc2nonc2C)s1
  i, 22

(listing goes on)
The line under a structure holds: T cell modulator, T cell modulator vesicle-bound %
COCCNC(=O)c1ccc2nc(Cc3ccc(OC)c(OC)c3)oc2c1
  i, 61
COc1ccccc1OCC(=O)N1CCN(C(=O)c2ccco2)CC1
  i, 63
COC(=O)c1ccc(NS(=O)(=O)c2ccc3c(c2)n(C)c(=O)n3C)cc1
  i, 68
C[C@@H]1CN([C@@H](C)CO)C(=O)Cc2cc(NS(=O)(=O)c3ccccc3)ccc2O[C@H]1CN(C)Cc1ccncc1
  i, 9
O=C(O)c1ccccc1NS(=O)(=O)c1ccc(NN=Cc2ccccc2F)c([N+](=O)[O-])c1
  i, 40
CS(=O)(=O)Nc1ccc(-c2cn3c(n2)SCC3)cc1
  i, 20
Cc1c(Br)cnn1C(C)C(=O)N1CCN(c2ccc(F)cc2)CC1 (stereo unspecified)
  i, 18
COc1ccc(NC(=O)CSc2nnc(-c3cc(C)[nH]n3)n2N)cc1
  i, 28
CCS(=O)c1ccccc1C(=O)OCC(=O)Nc1ccc2ccccc2c1 (stereo unspecified)
  i, 51
CCOC(=O)c1cccc(NC(=O)C2CCCN(c3nnc(N4CCCC4=O)s3)C2)c1 (stereo unspecified)
  i, 53

Shown with the structure last: five of the compounds above
T cell modulator	T cell modulator vesicle-bound %	Molecule
i	20	CS(=O)(=O)Nc1ccc(-c2cn3c(n2)SCC3)cc1
i	18	Cc1c(Br)cnn1C(C)C(=O)N1CCN(c2ccc(F)cc2)CC1 (stereo unspecified)
i	28	COc1ccc(NC(=O)CSc2nnc(-c3cc(C)[nH]n3)n2N)cc1
i	51	CCS(=O)c1ccccc1C(=O)OCC(=O)Nc1ccc2ccccc2c1 (stereo unspecified)
i	53	CCOC(=O)c1cccc(NC(=O)C2CCCN(c3nnc(N4CCCC4=O)s3)C2)c1 (stereo unspecified)

Taken from above:
CS(=O)(=O)Nc1ccc(-c2cn3c(n2)SCC3)cc1 | T cell modulator vesicle-bound %: 20
COC(=O)c1ccc(NS(=O)(=O)c2ccc3c(c2)n(C)c(=O)n3C)cc1 | T cell modulator vesicle-bound %: 68

Other records.
The line under a structure holds: T cell modulator, T cell modulator vesicle-bound %
COCCN(CCOC)C(=O)CSc1ccc(S(=O)(=O)N2CCN(C)CC2)cn1
  i, 38
COc1ccc(S(=O)(=O)N/N=C(/C)c2ccc(C)o2)cc1
  i, 22
O=C(CN1CCN(Cc2ccccc2)CC1)NCc1ccccc1Cl
  i, 33
CC(=O)c1cccc(NC(=S)Nc2cccc3ccccc23)c1
  i, 64
COC(=O)c1ccc([C@@H](O)[C@H](C)C(=O)CC(=O)OC(C)(C)C)cc1
  i, 11
COc1cccc(CNC(=O)COc2cc(O)c3c(c2)OC(C)(C)CC3=O)c1
  i, 29
CCc1cc(=O)oc2c3c(cc(OCC(=O)NC4CC4)c12)OC(C)(C)CC3
  i, 52
Cc1ccc(C(=O)NCC(C)NC(=O)c2ccc(C)c([N+](=O)[O-])c2)cc1[N+](=O)[O-] (stereo unspecified)
  i, 28
COc1ccc(N2CCN(C(=O)c3cn(C)c4ccc(S(=O)(=O)N5CCOCC5)cc4c3=O)CC2)cc1
  i, 35
CSc1ccccc1C(=O)OCC(=O)Nc1ccc(N2CCOCC2)cc1
  i, 51
COc1ccc(NS(=O)(=O)c2cc(-c3cnc(C4CC4)o3)ccc2C)cc1
  i, 41
N#Cc1ccc(CN2CCN(C(=O)c3ccc(S(=O)(=O)N4CCCCCC4)cc3)CC2)cc1
  i, 33
Cc1cccc(N(C)S(=O)(=O)c2c[nH]c3ccc([N+](=O)[O-])cc23)c1
  i, 4
CC(=O)NC(CC(=O)OCC(=O)N1CCc2ccccc21)c1ccccc1 (stereo unspecified)
  i, 55
CCC(C(=O)NC1CCCCC1)N(Cc1cccs1)C(=O)CCC(=O)Nc1cc(C)on1 (stereo unspecified)
  i, 15
CN(C)CCC(Oc1ccccc1OCc1ccccc1)c1ccccc1 (stereo unspecified)
  i, 32
O=C(O)C1(c2ccccc2)CCN(S(=O)(=O)c2cccc(Cl)c2)CC1
  i, 33
Cc1cccc(C(C)C)c1NC(=O)c1c(-c2ccccc2)noc1C
  i, 66
CC1CC(C)(C)CC2(C1)NC(=O)N(CC(=O)Nc1ccc3[nH]c(=O)[nH]c3c1)C2=O (stereo unspecified)
  i, 51
CCc1noc(C)c1C(=O)Nc1nc2ccc(F)cc2s1
  i, 34
CCCCn1c(N)c(N(CCOC)C(=O)COC(=O)c2ccccc2OCC)c(=O)[nH]c1=O
  i, 60
CN(c1ccc(C(=O)Nc2cccnc2)cc1)S(=O)(=O)c1ccc(Cl)cc1
  i, 61
COc1cc(/C=N/NC(=O)c2ccccc2O)ccc1OCC(=O)Nc1ccccc1
  i, 51
CCN(CC)CCC#CC1(O)c2ccccc2-c2ccccc21
  i, 18
O=C(O)[C@@H]1CCCN1C(=O)c1ccccc1N1C(=O)[C@@H]2Cc3c([nH]c4ccccc34)C(c3cccc(Cl)c3)N2C1=O (stereo partly specified)
  i, 51
O=C1Nc2ccc(Br)cc2C12OCCO2
  i, 49
O=C(CCc1nnc2ccc(NCc3ccccc3Cl)nn12)NCC1CCN(C2CCCC2)C1 (stereo unspecified)
  i, 28
CC(C)[C@H](NC(=O)c1ccccc1)C(=O)OCC(=O)NCC1CCCO1 (stereo partly specified)
  i, 52
Cc1cc(C(=O)C(C)OC(=O)c2ccc(NC(=O)CC#N)cc2)c(C)n1-c1ccccc1 (stereo unspecified)
  i, 3
CCOc1ccc(NC(=O)COC(=O)c2n[nH]c3ccccc23)cc1
  i, 34
O=C(OCC#CCSc1nnc(-c2cccc3ccccc23)o1)c1ccc(Cl)cc1
  i, 9
COc1cccc2cc(CC(=O)c3ccccc3)c(=O)oc12
  i, 34
O=C(NC1CC2CCC(C1)N2Cc1ccccc1)c1ccccc1Br (stereo unspecified)
  i, 58
COc1cccc(NC(=O)C(c2ccccc2)N2CCN(CC(=O)N3CCOCC3)CC2)c1 (stereo unspecified)
  i, 29
CN(CC(=O)Nc1ccccc1C(F)(F)F)C(=O)Cc1ccc(S(=O)(=O)N2CCOCC2)s1
  i, 13
Cc1cnc(CN(C)C(=O)C2CCC(=O)N(CCc3cccc(F)c3)C2)[nH]1 (stereo unspecified)
  i, 2

High-throughput results: PubChem, NMMLSC
